# IMPase Li cell – cell-permeable IMPase inhibitors with lithium potentiation. CHO-M1 cells, IP1 TR-FRET (IP-One), carbachol + lithium. Potency, µM (doses to about 59.4 µM), for inactives: top-dose activity, negative = IMPase inhibition, actives largely listed as inhibitors. actives 0.35% (n = 210,000);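 further: IP1 builds up when IMPase is blocked and the TR-FRET signal falls; potency means the concentration at half of the fitted maximal effect; plate controls were basal vehicle for no effect and high inhibitor control for full effect; nearly all actives have a fitted effect of over 50% in size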
#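 IP1 accumulation measured by competitive TR-FRET in lysed CHO-M1 cells after 30 min compound exposure at 37C, with a small lithium addition to potentiate weak responses. Hill-equation AC50 from ratio and donor-channel data.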
# GLA spleen mod – inhibitors or activators of human alpha-galactosidase in spleen homogenate; P06280; human spleen homogenate, 4MU-alpha-Gal fluorescence, 40 min; Potency, µM (doses to about 80 µM), inactives show at the top dose activity change, negative = inhibition, actives largely listed as inhibitors; actives 0.008% (n = 240,000);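 further: potency means the concentration at half of the fitted maximal effect; 0% = enzyme with vehicle and -100% = no enzyme basal signal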
# Target sequence (P06280 32-429 limits assumed): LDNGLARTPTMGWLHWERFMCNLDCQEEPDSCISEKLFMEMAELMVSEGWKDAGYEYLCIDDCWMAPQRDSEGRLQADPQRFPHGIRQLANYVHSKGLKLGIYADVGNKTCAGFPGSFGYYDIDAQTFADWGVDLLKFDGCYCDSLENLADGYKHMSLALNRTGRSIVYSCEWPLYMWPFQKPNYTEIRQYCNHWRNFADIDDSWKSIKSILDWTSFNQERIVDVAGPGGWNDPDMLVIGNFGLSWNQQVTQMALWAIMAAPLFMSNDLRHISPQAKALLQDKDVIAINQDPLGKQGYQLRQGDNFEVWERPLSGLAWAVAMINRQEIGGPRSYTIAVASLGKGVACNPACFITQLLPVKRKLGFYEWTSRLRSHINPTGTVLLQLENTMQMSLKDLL
#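 qHTS titration in buffer at pH 5.0. Alpha-galactosidase activity in spleen homogenate was measured via 4-methylumbelliferone release from 1 mM fluorogenic substrate after 40 min at 37C and a pH 10 stop. AC50 came from Hill fits of control-normalized data.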
# Epigenetic reg – epigenetic control regulation, reporter derepression. actives 0.2% (n = 280,000). murine LDR cells, GFP reporter derepression, 30 h. AID 1865. Potency, µM (top dose mostly 53.9 µM), for the others: top-dose GFP activation, usual class: activators; further: potency means the concentration at half of the fitted maximal effect; % of control where 0% means no effect; nearly all actives have a fitted effect of over 60% in size
#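 In this reporter-derepression format, murine cells bearing a silenced integrated CMV-GFP locus incubate with test compound (30 h, 37 C), then are washed and imaged; fluorescent objects of 20–120 um count as induced cells.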
# Lamin A splicing – LMNA splicing modulation. Potency, µM (highest dose often 46.1 µM), without a hit: at the highest dose ratio change, negative = inhibition, hits mostly inhibitors. actives 0.01% (n = 200,000). HeLa LMNA splicing GFP/RFP minigene ratio, 48 h; active means well fitted inhibition curve with a large enough effect in the signal ratio, with a control signal flat, not every such curve was filed as active; inconclusive means small, poorly fitted or top-dose-only effect, or effect the other way, or a change in a side signal; the % refers to the signal ratio; further: potency means the concentration at half of the fitted maximal effect; on the % scale 0 is the no-effect control and ±100 the full control effect
#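 S3 HeLa stable clones carrying a lamin A-EGFP splicing minigene plus DsRed2 were seeded at 600 cells/well in Opti-MEM with 2% FBS, pin-dosed and incubated 48 h at 37°C. Acumen cytometry (488 nm) gave the GFP/RFP total-intensity ratio.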
# CBFb-RUNX1 inh – inhibitors of human CBF-beta and RUNX1 interaction; 230,000 tested, under 10 active; Q01196+Q13951; AID 1477; AlphaScreen CBFb-His/RUNX1-biotin binding, biochemical; Potency, µM (series often up to 59.8 µM), without a hit: top-dose activity, negative = inhibition, usual class: inhibitors; further: % of control where 0% means no effect
# Target sequence (Q01196 whole entry, looked up): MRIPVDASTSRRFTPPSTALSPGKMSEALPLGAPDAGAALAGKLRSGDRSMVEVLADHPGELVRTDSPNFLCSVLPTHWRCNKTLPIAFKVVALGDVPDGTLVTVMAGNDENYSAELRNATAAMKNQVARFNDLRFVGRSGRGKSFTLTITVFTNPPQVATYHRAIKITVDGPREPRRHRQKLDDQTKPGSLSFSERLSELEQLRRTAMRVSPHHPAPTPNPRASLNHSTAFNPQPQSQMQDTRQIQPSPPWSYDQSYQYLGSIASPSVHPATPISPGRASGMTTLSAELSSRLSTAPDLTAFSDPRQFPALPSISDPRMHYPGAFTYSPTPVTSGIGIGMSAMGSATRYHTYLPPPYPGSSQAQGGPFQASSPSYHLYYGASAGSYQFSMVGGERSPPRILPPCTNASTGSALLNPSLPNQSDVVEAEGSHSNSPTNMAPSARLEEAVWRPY
# Target sequence (Q13951 whole entry, looked up): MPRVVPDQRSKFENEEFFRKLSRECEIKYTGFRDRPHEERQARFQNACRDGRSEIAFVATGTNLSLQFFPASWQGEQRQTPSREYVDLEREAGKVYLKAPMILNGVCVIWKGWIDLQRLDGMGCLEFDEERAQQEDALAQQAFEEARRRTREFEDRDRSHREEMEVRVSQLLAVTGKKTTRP
#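 Bead-based AlphaScreen assay; binding partners His-tagged CBF-beta and biotinylated RUNX1 at 30 nM each. Compound exposure 15 min after a 20-min protein preincubation; bead step 90 min; all steps at room temperature.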
# KinaseGlo FLuc – blocks Kinase-Glo luciferase, a counter-screen artifact; Kinase-Glo luciferase, ATP luminescence, 8 min; Potency, µM (top dose mostly 38.3 µM), inactives show at the top dose activity change, negative = inhibition, actives largely listed as inhibitors; actives 0.28% (n = 200,000); Q27757; AID 1379; further: potency means the concentration at half of the fitted maximal effect; on the % scale 0 is the no-effect control and ±100 the full control effect; nearly all actives have a fitted effect of over 60% in size
#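 Compound is pinned into ATP-containing buffer (10 uM ATP, imidazole pH 7.2, 7 mM MgCl2). Kinase-Glo luciferase reagent is then added. Light output is recorded following an 8-min room-temperature incubation.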
# NPSR antag – antagonists of human neuropeptide S receptor cAMP signaling | actives 1% (n = 220,000) | AID 1461 | CHO-NPSR cells, cAMP TR-FRET, antagonist mode | Q6W5P4 | Potency, µM (top dose mostly 38.3 µM), without a hit: at the top dose activity change, negative = inhibition, hits mostly inhibitors; further: potency means the concentration at half of the fitted maximal effect; on the % scale 0 is the no-effect control and ±100 the full control effect; nearly all actives have a fitted effect of over 50% in size; many of its hits are not listed in these tables
# * marks the source's active call; other numbers are inactive results; ? = inconclusive; . = not tested or not shown; & = joins results of further samples; [ ] = another dose, or the depositor's remark. Unless noted, the call rests on the fitted dose curve; in most records, active means well fitted curve in the direction sought with a large enough effect; inconclusive means small, poorly fitted or top-dose-only effect, or another doubt; inactive means no such curve, though single readings can be large; an effect the other way counts as inactive or inconclusive. Only part of the results is shown (hit frequency here may not be typical).
# Under each structure – GLA spleen mod, Lamin A splicing, NPSR antag, IMPase Li cell, KinaseGlo FLuc, Epigenetic reg, CBFb-RUNX1 inh
Oc1ccc(Nc2nc(NCC3CCCO3)c3ccccc3n2)cc1 (configuration not stated)
→ 6.5%, ?, ?, 28.6%[38.3 µM], -4.3%, 0.0%, -8.0%
CCC(C)(C(=O)NC1CCCC1)N(Cc1ccco1)C(=O)c1ccccn1 (configuration not stated)
→ -13.1%, 5.9%, -10.5%[46.1 µM], 2.8%[38.3 µM], -1.9%, 1.1%, -5.2%
CCOC(=O)/C(C#N)=C/c1ccc(OCC(=O)Nc2ccccc2)c(OC)c1
→ 1.3%, -9.2%, ?, ?, 1.2%, 1.5%, 2.6%
COC(=O)C1=C(C)N(Cc2ccccc2)[C@]23O[C@](C(=O)OC)(C(=O)N2C1c1ccccc1)C1CCCC(=O)C13 (some centres not stated)
→ 12.5%&-4.2%[17.5 µM], ., ., ., ., 1.1%&2.2%[10.1 µM], 7.5%&5.5%[13.1 µM]
CC(C)CN1CC(C(=O)O)CC1=O (configuration not stated)
→ -11.8%, 12.5%[46 µM], 18.4%, -3.5%, -1.2%, -2.4%, 1.2%
Cc1ccccc1-n1c(Cn2c(=O)sc3ccccc32)nnc1SCC(=O)NCC1CCCO1 (configuration not stated)
→ -2.7%, -0.5%, -7.6%[46.1 µM], 3.0%[38.3 µM], 16.2%, -3.1%, 1.7%
CNC(=O)c1nc(C)n(-c2cc(Cl)cc(Cl)c2)n1
→ 3.1%, -8.1%, 6.9%[46.1 µM], -4.8%, 3.0%, 0.9%, 5.2%
O=C1C=CC(=O)N1c1cccc(-c2ccccc2)c1
→ -19.7%, ., 4.6%, ., ., -0.8%, -3.1%
COc1ccccc1/C=C/C(=O)OCC(=O)NCc1ccco1
→ -2.6%, -4.5%, 25.5%, -3.6%, 4.5%, 1.0%, -9.6%
Cc1cccc(NC(=O)CSc2cc(C(=O)c3nccn3C)c3ccccc3n2)c1
→ 2.2%, ?, -7.8%, 4.9%, 0.6%, 3.4%, 9.6%
COC(=O)Nc1ccc(S(=O)(=O)N2CCN(CCN3C(=O)C4C5C=CC(C5)C4C3=O)CC2)cc1 (configuration not stated)
→ 3.2%, 5.0%, 13.9%[46.1 µM], 27.7%[38.3 µM], 17.6%, 0.7%, 8.3%
C=CCn1c(SCC(=O)Nc2nnc(CC)s2)nnc1-c1cccnc1
→ 1.4%, 12.6%, -6.6%[46.1 µM], -11.6%[38.3 µM], -5.7%, 0.0%, -4.6%
CCOC(=O)C1(C)/C(=N/Nc2ccccc2Cl)C(=O)C(=O)N1c1ccccc1 (configuration not stated)
→ -1.0%, -20.0%, -7.5%[46.1 µM], 47.5%[activator][38.3 µM], -5.1%, 1.4%, -10.4%
Nc1ccc2nc[nH]c2c1
→ -4.7%, 12.8%[9.22 µM], 8.6%, 8.4%, -1.2%, 2.2%, -3.7%
O=C1c2ccccc2S(=O)(=O)N1CCOc1ccc(F)cc1
→ 6.8%, 9.1%, 0.0%[7.67 µM], 5.1%[38.3 µM], -6.9%, -2.1%, 3.0%
CC1(C)Cc2sc3c(=O)[nH]c(=S)[nH]c3c2CO1
→ -6.7%, ., 9.1%, ., ., -1.7%, 4.5%
COc1ccc(-c2csc3nc(-c4ccccc4)oc(=O)c23)cc1OC
→ -1.8%, ., -19.4%, -11.0%, -3.4%, 4.6%&1.9%, -2.9%
Cc1cc2ccccc2n1CCNC(=O)c1ccc(Br)o1
→ 2.4%, ., 28.1%, -7.8%, ., -0.1%, ?
CN=C(Nc1cccc(OC)c1)SC1CC(=O)N(c2ccc(C(=O)O)cc2)C1=O (configuration not stated)
→ -0.8%, -7.2%, 9.1%, 5.5%, 3.9%, 1.0%, 9.0%
COc1[nH]c2ccc(F)cc2c1C(=O)OCC1CCN(CCNS(C)(=O)=O)CC1
→ -15.0%&-0.6%, ?, ?, 9.9%&4.4%, -3.1%&-6.1%, 1.1%&-1.1%, 25.4%
COc1ccc(NC(=O)c2ccccc2C(=O)N2CCCCC2)cc1
→ 10.1%, ?, 1.2%, 1.6%, -0.5%, 1.1%, 0.8%
Cn1c(=O)c(=O)n(C)c2cc(S(=O)(=O)NCCN3CCN(c4ccccc4F)CC3)ccc21
→ 4.9%, ., 6.1%, ., ., 0.0%, 7.3%
COc1ccc(C(=S)N2CCOCC2)cc1OS(=O)(=O)c1ccccc1[N+](=O)[O-]
→ -2.2%, -15.6%, -4.9%, -7.3%, -2.7%, 0.0%, 4.7%
CC(Sc1nc(-c2ccccc2)nc2c1COC(C)(C)C2)C(=O)N1CCOCC1 (configuration not stated)
→ 4.6%, 0.1%, -9.5%[46.1 µM], 36.0%[activator][38.3 µM], 6.2%, -0.3%, -0.9%
Cc1ccc(-c2nc3ccc(NS(=O)(=O)c4ccccc4)cc3[nH]2)o1
→ 5.7%, -14.2%, -22.3%[46.1 µM], 32.7%[activator][38.3 µM], -7.0%, 9.5%, -6.9%
CC1C/C(=N\NC(=O)c2cccnc2)CC(C)(C)C1 (configuration not stated)
→ -10.2%, ., 7.9%, 4.3%, 1.7%, -2.8%, 6.1%
COc1ccc(CCC(=O)N2CCCSC2=Nc2ccc(C(C)=O)cc2)cc1
→ 11.2%, -18.6%, -29.0%[46.1 µM], ., ., -0.9%, -3.5%
Clc1ccccc1CSc1snnc1-c1ccccc1
→ -14.9%, 27.2%, -26.0%[46.1 µM], 0.4%[38.3 µM], -1.2%, -0.9%, ?
CCOCCc1c(O)nc(SCC(=O)NCc2ccco2)[nH]c1=O
→ -1.2%, 16.1%, -9.5%[46.1 µM], -6.4%[38.3 µM], -0.8%, 0.8%, -2.5%
COc1cc(N2CCCC2)c(OC)cc1/C=C(/C#N)c1cccc(F)c1
→ -20.1%, -0.8%, ?, 31.4%[activator][38.3 µM], -5.3%, 3.16µM*, .

# A second format for 3 compounds above.
> Clc1ccccc1CSc1snnc1-c1ccccc1
  GLA spleen mod: -14.9%
  Lamin A splicing: 27.2%
  NPSR antag: -26.0%[46.1 µM]
  IMPase Li cell: 0.4%[38.3 µM]
  KinaseGlo FLuc: -1.2%
  Epigenetic reg: -0.9%
  CBFb-RUNX1 inh: ?

> CCOCCc1c(O)nc(SCC(=O)NCc2ccco2)[nH]c1=O
  GLA spleen mod: -1.2%
  Lamin A splicing: 16.1%
  NPSR antag: -9.5%[46.1 µM]
  IMPase Li cell: -6.4%[38.3 µM]
  KinaseGlo FLuc: -0.8%
  Epigenetic reg: 0.8%
  CBFb-RUNX1 inh: -2.5%

> COc1cc(N2CCCC2)c(OC)cc1/C=C(/C#N)c1cccc(F)c1
  GLA spleen mod: -20.1%
  Lamin A splicing: -0.8%
  NPSR antag: ?
  IMPase Li cell: 31.4%[activator][38.3 µM]
  KinaseGlo FLuc: -5.3%
  Epigenetic reg: 3.16µM*
  CBFb-RUNX1 inh: .

# Additional compounds:
# Under each structure – GLA spleen mod, Lamin A splicing, NPSR antag, IMPase Li cell, KinaseGlo FLuc, Epigenetic reg, CBFb-RUNX1 inh
Cc1ccc(C2CC(=O)Oc3cc(C)c(Cl)c(C)c32)cc1 (configuration not stated)
→ 1.5%[119 µM], ., ., 15.6%, -1.8%[39.9 µM], -3.2%, ?
CN(CC(=O)Nc1ccc(F)cc1)CC(=O)Nc1ccc(F)c(F)c1F
→ -5.5%, 5.2%[46 µM], -5.0%, -7.3%, 2.4%, -0.2%, -7.8%
O=C(N/N=C/c1ccc(-c2ccc(Cl)c(C(=O)O)c2)o1)c1cc2c(ccc3ccccc32)o1
→ 7.9%, ., -9.7%, ., ., 1.4%, 13.7%
CN(C)CCNC(=O)Cc1c(C(=O)O)n(C)c2ccccc12
→ 8.1%, 6.5%, 0.4%[46.1 µM], -1.7%[38.3 µM], 0.8%, 0.8%, 6.9%
C=C(C)CSc1nnc(-c2ccc(OC)c(OC)c2)n1N
→ -4.2%, -3.4%, -0.8%[46.1 µM], -7.6%[38.3 µM], 11.0%, -0.7%, 0.1%
O=C(N/N=C/C=C\c1ccccc1[N+](=O)[O-])c1cc(-c2ccccc2)nc2ccccc12
→ 5.8%, ?, -3.2%, 2.9%, -7.1%, 0.0%, 1.1%
N#CCCCS(=O)(=O)c1nnnn1-c1ccc(Br)cc1
→ 0.7%, ., ., 13.8%, 0.7%, 0.8%, 10.2%
CCOP(=O)(OCC)C(Nc1ccc(C(=O)O)cc1)c1ccccc1 (configuration not stated)
→ -15.9%, ., 9.8%[7.67 µM], ., ., -0.4%, 8.0%
Cc1ccsc1C(=O)Nc1nc2ccccc2[nH]1
→ 6.9%, -18.3%[46 µM], -5.0%, ., ., 1.1%, 4.1%
CC(=O)Nc1ccc(Nc2nc(C)nc3c2oc2ccccc23)cc1
→ 6.4%, 5.6%, -6.9%[46.1 µM], 2.3%[38.3 µM], 2.6%, 1.1%, 5.3%
Cc1noc(C)c1CSc1nnc2sc3ccccc3n12
→ 0.5%, 0.4%, -9.9%[46.1 µM], -6.7%[38.3 µM], -7.4%, 1.7%, 7.7%
Cc1cc(C)c2oc(C(=O)NCCc3ccc(S(N)(=O)=O)cc3)cc(=O)c2c1
→ 8.8%, ., 14.3%, ., ., -0.4%&0.8%, 10.3%
Cc1ccc2cc3cc(C(=O)N4CCCCC4C)oc3nc2c1 (configuration not stated)
→ 1.5%, 14.5%, -29.8%[46.1 µM], -9.2%[38.3 µM], -4.2%, 1.3%, 5.4%
CC1(C)CC(n2c(NCCO)nc3c(c2=O)C2(CCCC2)Cc2ccccc2-3)CCO1 (configuration not stated)
→ 17.3%, 7.3%, -20.8%[46.1 µM], 10.2%[38.3 µM], -2.9%, 0.0%, 2.5%
CCOc1cc2c(cc1OCC)C(c1ccccc1)N(c1ccccc1)C(=O)C2 (configuration not stated)
→ -9.4%, -22.5%, -7.1%, 8.4%, -0.4%, -1.3%, 19.3%
COC(=O)c1ccc(-n2cncn2)c([N+](=O)[O-])c1
→ -4.2%, 41.4%[46 µM], 2.3%, 4.1%, -0.1%, 2.9%, 2.1%
O=S(=O)(CCc1nnc(-c2ccccc2)o1)c1ccc2ccccc2c1
→ 6.0%, -2.8%, -4.5%[46.1 µM], -4.0%[38.3 µM], -0.5%, 1.5%, -4.1%
c1ccc(-c2cc(-c3nnc4n3N=C(c3ccc5ccccc5c3)CS4)[nH]n2)cc1
→ 9.8%, ?, ?, 14.6%, -1.1%, 0.1%, -17.5%
